Lamin A splicing: modulators of lamin A splicing | HeLa LMNA splicing GFP/RFP minigene ratio, 48 h | Potency, µM (series often up to 46.1 µM), inactives show at the top dose ratio change, negative = inhibition, usual class: inhibitors | 0.01% of 200,000 active | AID 1487; active means well fitted inhibition curve with a large enough effect in the signal ratio, with a control signal flat, not every such curve was filed as active; inconclusive means small, poorly fitted or top-dose-only effect, or effect the other way, or a change in a side signal; the % refers to the signal ratio
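S3 HeLa cells stably expressing lamin A-EGFP splicing minigene plus DsRed2, 600 cells/well, 48 h compound exposure at 37C. Laser-scanning cytometry; analysed as GFP (500-530 nm)/RFP (575-640 nm) total intensity ratio; 0.5% DMSO vehicle.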
An asterisk follows results filed as active; [ ] = dose if it differs, or a comment. On the % scale 0 is the no-effect control and ±100 the full control effect; potency means the concentration at half of the fitted maximal effect. This is a subset, so the mix of outcomes need not match the whole.

Screening Cc1cn(C)c(CC(=O)NCc2ccccc2)c1C(=O)O returned Lamin A splicing 9%[46 µM].
For CCn1c(SCc2cccc(Br)c2)nnc1-c1nonc1NC(C)=O the results were Lamin A splicing -4%[46 µM].
`Cc1nnsc1C(=O)Oc1ccc(C#N)cc1` gave Lamin A splicing 11%[46 µM].
For O=C(CCCc1ccccc1)NC1CC(=O)N(c2ccc(Cl)cc2)C1 (stereo unspecified) the results were Lamin A splicing inconclusive.
`COc1ccc2nc(N(Cc3cccnc3)C(=O)Cc3ccccc3)sc2c1` gave Lamin A splicing inconclusive.
Screening O=C(COc1ccccc1)NCCc1csc(-c2ccc(F)cc2)n1 returned Lamin A splicing 10%[46 µM].
For CC(C)(C)OC(=O)N1CCC(c2c(C(=O)N3CCN(C(=O)c4ccco4)CC3)cnn2-c2ccccc2)CC1 the results were Lamin A splicing 3%[46 µM].
Cc1ccc2nc(COc3ccccc3NC(=O)COc3ccccc3Cl)cc(=O)n2c1 was read as Lamin A splicing 7%[46 µM].
Cc1c(Cl)cccc1NC(=O)CN1C(=O)CCn2nc(-c3cccn3C)cc21 was read as Lamin A splicing 9%[46 µM].
`COc1ccccc1C(=O)Nc1nnc2n1CCS2` gave Lamin A splicing 2%[46 µM].
Screening COc1ccc(NC(=O)NC2COc3ccccc3C2)c(OC)c1 (stereo unspecified) returned Lamin A splicing 5%[46 µM].
CCn1c2ccccc2c2nnc(N3CCN(c4cccc(C)c4C)CC3)nc21 was read as Lamin A splicing -8%[46 µM].
For CCOc1ccc(NS(=O)(=O)c2ccc3[nH]cc(C(=O)N(C)C4CCCCC4)c(=O)c3c2)cc1 the results were Lamin A splicing 8%[46 µM].
CCCCn1cc(S(=O)(=O)c2cc(C)ccc2C)c(=O)c2cc(F)c(N3CCC(C)CC3)cc21 was read as Lamin A splicing inconclusive.
`CN(C)c1ccc(CNC(=O)C2CCN(S(=O)(=O)c3ccc4[nH]c(=O)ccc4c3)CC2)cc1` gave Lamin A splicing inconclusive.
`CC1=C(C(=O)Nc2ccccc2Cl)C(c2cccs2)n2ncnc2N1` (stereo unspecified) gave Lamin A splicing inconclusive.
For CCOC(=O)c1scc(-c2ccccc2)c1S(=O)(=O)N1CCN(c2ccccc2OC)CC1 the results were Lamin A splicing inconclusive.
Screening CCOc1cccc(CC(=O)N2CCc3c([nH]c4ccccc34)C2c2ccccc2)c1OCC (stereo unspecified) returned Lamin A splicing 3%[46 µM].
Screening Cc1cccc(CNC(=O)c2cc3cc(S(=O)(=O)N4CCCCC4)ccc3n2C)c1 returned Lamin A splicing -8%[46 µM].
For CCOc1ccc(Cn2c(CNS(=O)(=O)c3ccc(CC)cc3)nc3cccnc32)cc1 the results were Lamin A splicing -1%[46 µM].
Screening O=C(CN1CCSc2ccccc21)N1CCN(c2ccc(F)cc2)CC1 returned Lamin A splicing -11%[46 µM].
For Cc1ccc(-n2c(=O)c3c(C)c(C(=O)N(C)C)sc3n(Cc3ccccc3C)c2=O)cc1C the results were Lamin A splicing -10%[46 µM].
`O=C(CSc1nc2c([nH]c3ccccc32)c(=O)n1-c1ccccc1)Nc1ccccc1F` gave Lamin A splicing inconclusive.
Screening COC(=O)c1ccc(NC(=O)CN2C(=O)CCc3cc(S(=O)(=O)N4CCCCC4)ccc32)cc1 returned Lamin A splicing inconclusive.
Screening COC(=O)c1cnn2c(C)c(Cc3c(C)cc(C)cc3C)c(C)nc12 returned Lamin A splicing 4%[46 µM].
`CCOC(=O)c1c(C)sc(-c2c(-c3ccc4c(c3)OCCO4)[nH]c3c2c(=O)n(C)c(=O)n3C)c1O` gave Lamin A splicing inconclusive.
Screening Cc1ccc(NC(=O)CSc2nc3n[nH]c(C)c3c(=N)n2-c2cccc(C)c2)cc1 returned Lamin A splicing 11%[46 µM].
For COc1ccc(S(=O)(=O)c2c(Nc3ccc(C)cc3C)sc(C(=O)c3ccc(F)cc3)c2N)cc1 the results were Lamin A splicing inconclusive.
CC(=O)N1CCCc2cc(S(=O)(=O)N3CCC(C(=O)NCc4ccc(F)cc4)CC3)ccc21 was read as Lamin A splicing -12%[46 µM].
`Cc1ccc(CNS(=O)(=O)c2ccc3[nH]c4c(c3c2)CCCC4)cc1` gave Lamin A splicing -18%[46 µM].
For Oc1c(C(c2ccc(Br)cc2)N2CCOCC2)sc2nc(-c3ccco3)nn12 (stereo unspecified) the results were Lamin A splicing inconclusive.
Screening CC(=O)c1ccc(NC(=O)Cn2c(-n3nc(C)cc3C)nc(C)c(C)c2=O)cc1 returned Lamin A splicing 1%[46 µM].
`CC(=O)c1cc(-c2ccc(F)cc2)n(CCC(=O)Nc2nc3c(C)cccc3s2)c1C` gave Lamin A splicing 26%[46 µM].
`CCCCOc1ccc(CNC(=O)c2cnc3sc(N4CCCCCC4)nn3c2=O)cc1` gave Lamin A splicing -8%[46 µM].
For Cc1ccc(-n2nnnc2CNC(=O)c2ccccc2F)cc1C the results were Lamin A splicing -10%[46 µM].
CC1=C(c2ccc(C)c(C)c2)S(=O)(=O)N(Cc2ccc(C(=O)NC(C)c3ccccc3)cc2)C1=O (stereo unspecified) was read as Lamin A splicing -5%[46 µM].
Cc1cc(C)cc(-n2c(SCC(=O)N3CCc4ccccc43)nc3c([nH]c4ccccc43)c2=O)c1 was read as Lamin A splicing 2%[46 µM].
For CCN(C(=O)c1cccn(Cc2ccccc2C)c1=O)c1ccccc1 the results were Lamin A splicing -4%[46 µM].
Screening COc1cccc(CNC(=O)Cc2c(C(=O)O)c(C)cn2C)c1 returned Lamin A splicing -1%[46 µM].
For CC(=O)Nc1c(C)nn(-c2ccccc2)c1N1CCC(C(=O)Nc2ccc(C)cc2Cl)CC1 the results were Lamin A splicing inconclusive.
O=C(Cc1ccc(NC(=O)N2CCCCc3ccccc32)cc1)Nc1ccccc1Br was read as Lamin A splicing -20%[46 µM].
For COc1ccc(CN2CCc3c(c(=O)n4ncc(C(=O)N5CCN(c6ccccc6OC)CC5)c4n3C)C2)cc1 the results were Lamin A splicing -12%[46 µM].
CN(C)c1ccc(C(CNS(=O)(=O)c2ccc(Br)cc2)N2CCCC2)cc1 (stereo unspecified) was read as Lamin A splicing -16%[46 µM].
`COc1ccc(C2C(=O)N(C3CCCCCC3)CC(=O)N2CCc2ccccc2)cc1` (stereo unspecified) gave Lamin A splicing -8%[46 µM].
For Cc1ccc(CNC(=O)c2c(Nc3c(C)cccc3C)sc(C(=O)c3ccccc3)c2N)cc1 the results were Lamin A splicing inconclusive.
Screening COc1ccc(OC)c(CNS(=O)(=O)c2c(C(=O)N3CCC(C)CC3)c(C)n(C)c2C)c1 returned Lamin A splicing -18%[46 µM].
COc1ccc(OC)c(CNC(=O)c2cnc3c(C)cccn3c2=O)c1 was read as Lamin A splicing inconclusive.
Cc1ccccc1CNC(=O)c1c(C)oc2c1C1=NCCN1C=N2 was read as Lamin A splicing 12%[46 µM].
Cc1ccc(NC(=O)c2ccc(=O)n(Cc3ccccc3C)c2)c(C)c1 was read as Lamin A splicing 15%[46 µM].
COc1ccc(C(=O)CSc2c(C(C)C)cnc3c2c(=O)n(C)c(=O)n3C)cc1 was read as Lamin A splicing -9%[46 µM].
`O=C(CCc1ccccc1)N1CCc2c([nH]c3ccccc23)C1c1ccc(F)cc1` (stereo unspecified) gave Lamin A splicing inconclusive.
Screening CCOC(=O)c1cc(-c2ccc(OC)cc2)n(CCC(=O)Nc2ccc(OC)cc2OC)c1C returned Lamin A splicing inconclusive.
`CC(=O)c1ccc(N2C(=O)N(CC(=O)c3ccc(F)cc3)c3ccccc3S2(=O)=O)cc1` gave Lamin A splicing inconclusive.
Screening COc1ccc(OC)c(NC(=O)c2c(NCc3ccc(OC)c(OC)c3)sc3c2CCC(C)C3)c1 (stereo unspecified) returned Lamin A splicing inconclusive.
CCOCCc1nn2c(=O)cc(COC(=O)C(CC)c3ccccc3)nc2s1 (stereo unspecified) was read as Lamin A splicing 9%[46 µM].
For CC(C)CCn1c(SCc2c(F)cccc2Cl)nc2ccsc2c1=O the results were Lamin A splicing -6%[46 µM].
O=S(=O)(NCC(c1ccco1)N1CCOCC1)c1cc(F)ccc1F (stereo unspecified) was read as Lamin A splicing 12%[46 µM].
CCCCOc1ccc(C(=O)NCC2(N3CCN(C)CC3)CCCCC2)cc1 was read as Lamin A splicing inconclusive.
`Cc1ccc(Cl)cc1N1CCN(C(=O)C2CCN(S(=O)(=O)c3ccc4c(c3)oc(=O)n4C)CC2)CC1` gave Lamin A splicing 0%[46 µM].
For COc1ccc(N2CCN(S(=O)(=O)CCNC(=O)c3ccc(C(F)(F)F)cc3)CC2)cc1 the results were Lamin A splicing -3%[46 µM].
Screening COc1ccccc1CNC(=O)c1ccc2c(c1)nc(C)n2-c1cccc(C)c1 returned Lamin A splicing -9%[46 µM].
For CCOc1ccc(S(=O)(=O)Nc2ccc3oc(C)c(C(=O)OC(C)C)c3c2)cc1 the results were Lamin A splicing inconclusive.
Screening O=C(COc1ccccc1)N(Cc1cccnc1)c1nc2c(F)cc(F)cc2s1 returned Lamin A splicing 3%[46 µM].
Screening CCc1ccc(NC(=O)N2CCOc3ccc(Cl)cc32)cc1 returned Lamin A splicing inconclusive.
CCOc1ccc(CNC(=O)c2cnc3sc(N4CCOCC4)nn3c2=O)cc1 was read as Lamin A splicing inconclusive.
CCCCN(CCCC)S(=O)(=O)c1ccc2oc(C(=O)NCc3ccccc3)c(C)c2c1 was read as Lamin A splicing 0%[46 µM].
Screening CCC(=O)N1CCCc2cc(S(=O)(=O)N3CCC(C(=O)Nc4ccc(F)c(F)c4)CC3)ccc21 returned Lamin A splicing inconclusive.
`COc1cccc(C2=C(C(C)=O)Sc3nnc(C4CCCCC4)n3N2C(C)=O)c1` gave Lamin A splicing -15%[46 µM].
Screening Cc1ccc(C2=Nc3ccccc3N(CC(=O)Nc3cccc(F)c3)C(=O)C2)cc1C returned Lamin A splicing -7%[46 µM].
`CC(C)CCNC(=O)C1CCN(C(=O)N2CCOc3ccc(Cl)cc32)CC1` gave Lamin A splicing -4%[46 µM].
For COc1ccc(NC(=O)c2cc(-c3ccccc3F)no2)cc1 the results were Lamin A splicing -15%[46 µM].
`COCCNc1ncnc2c1cnn2-c1cc(Cl)ccc1C` gave Lamin A splicing -12%[46 µM].
Screening COc1ccc(-n2c(SCc3ccccc3F)nc3c([nH]c4ccccc43)c2=O)cc1 returned Lamin A splicing inconclusive.
Screening Cc1ccc(NC(=O)CSc2[nH]c(=O)ncc2C)cc1 returned Lamin A splicing 11%[46 µM].
Screening Cc1nc2ccn(Cc3ccccc3)c(=O)c2cc1C(=O)NCc1ccccc1F returned Lamin A splicing inconclusive.
`CCOc1ccc(CCNC(=O)c2c3c(nc4ccccc24)C(=O)N(C2CCCCC2)C3)cc1` gave Lamin A splicing -1%[46 µM].
O=C(NCC(c1cccnc1)N1CCc2ccccc21)c1ccccc1Br (stereo unspecified) was read as Lamin A splicing 2%[46 µM].
`O=C(NCCc1csc(-c2ccc(C(F)(F)F)cc2)n1)C(=O)Nc1cc(F)ccc1F` gave Lamin A splicing inconclusive.
COc1cccc(-c2cn3c(n2)sc2cc(C(=O)NCCc4ccc(OC)c(OC)c4)ccc23)c1 was read as Lamin A splicing -2%[46 µM].
Cc1ccc(NC(=O)c2sc3nc(-c4cc5ccccc5oc4=O)[nH]c(=O)c3c2C)c(C)c1 was read as Lamin A splicing 16%[46 µM].
For COC(=O)c1cc(C)nc2c1c(=O)nc(SCc1ccccc1Cl)n2C1CC1 the results were Lamin A splicing 4%[46 µM].
CCn1cc(S(=O)(=O)c2cccc(Cl)c2)c(=O)c2cc(F)c(N3CCC(C)CC3)cc21 was read as Lamin A splicing 7%[46 µM].
Screening CCOc1ccc(CNC(=O)C2CCN(S(=O)(=O)c3cn(C)cn3)CC2)cc1 returned Lamin A splicing 7%[46 µM].
Cc1ccc(-n2nc(C)c3c(C)cc(=O)n(CC(=O)NCc4ccc(OC(C)C)cc4)c32)cc1 was read as Lamin A splicing -5%[46 µM].
`CN(C)c1ccc(C(=O)Nc2c(C(=O)NC(C)(C)C)oc3ccccc23)cc1` gave Lamin A splicing 5%[46 µM].

Source: PubChem
